TEAD-YAP inh: TEAD-YAP interaction inhibition, primary screen, TEAD-YAP interaction inhibitor project, luminescence, HEK-TIYL cells. 640,000 compounds, 1.4% hits. TEAD-Gal4/YAP UAS-luciferase luminescence. inhibition, % at 9.12 µM; in the data active means inhibition above about 32%;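 further: 0% = median of test compound wells and 100% = reference inhibitor wells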
GPR151 activ: activators of human GPR151, primary screen, cell-based, PathHunter beta-arrestin, luminescence | AID 1508602, 2020 | PathHunter beta-arrestin GPR151 cells | activation, % at 11.2 µM | 650,000 compounds, 1% hits; in the data active means activation above about 4.9%;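 further: 0% = median of compound wells and 100% = cells with positive control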
Target sequence (Q8TDV0 whole entry, looked up): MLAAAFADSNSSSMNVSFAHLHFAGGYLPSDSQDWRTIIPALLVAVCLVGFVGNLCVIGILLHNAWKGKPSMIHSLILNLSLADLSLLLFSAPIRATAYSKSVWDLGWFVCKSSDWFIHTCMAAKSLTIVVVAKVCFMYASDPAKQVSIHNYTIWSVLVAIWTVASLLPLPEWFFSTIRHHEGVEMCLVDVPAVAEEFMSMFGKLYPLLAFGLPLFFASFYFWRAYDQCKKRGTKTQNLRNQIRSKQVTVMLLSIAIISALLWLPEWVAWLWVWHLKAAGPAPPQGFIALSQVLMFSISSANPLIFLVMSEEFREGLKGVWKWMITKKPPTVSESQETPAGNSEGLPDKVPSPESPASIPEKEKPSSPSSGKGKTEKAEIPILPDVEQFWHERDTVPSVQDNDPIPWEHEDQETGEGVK
MITF primary: MITF inhibitors, primary screen, biochemical, AlphaScreen, human; AlphaScreen MITF homodimerization, bead proximity signal; inhibition, % at 2.6 µM; 650,000 compounds, 0.91% hits; in the data active means inhibition above about 50%;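 further: 0% = vehicle wells with protein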
Target sequence (O75030 whole entry, looked up): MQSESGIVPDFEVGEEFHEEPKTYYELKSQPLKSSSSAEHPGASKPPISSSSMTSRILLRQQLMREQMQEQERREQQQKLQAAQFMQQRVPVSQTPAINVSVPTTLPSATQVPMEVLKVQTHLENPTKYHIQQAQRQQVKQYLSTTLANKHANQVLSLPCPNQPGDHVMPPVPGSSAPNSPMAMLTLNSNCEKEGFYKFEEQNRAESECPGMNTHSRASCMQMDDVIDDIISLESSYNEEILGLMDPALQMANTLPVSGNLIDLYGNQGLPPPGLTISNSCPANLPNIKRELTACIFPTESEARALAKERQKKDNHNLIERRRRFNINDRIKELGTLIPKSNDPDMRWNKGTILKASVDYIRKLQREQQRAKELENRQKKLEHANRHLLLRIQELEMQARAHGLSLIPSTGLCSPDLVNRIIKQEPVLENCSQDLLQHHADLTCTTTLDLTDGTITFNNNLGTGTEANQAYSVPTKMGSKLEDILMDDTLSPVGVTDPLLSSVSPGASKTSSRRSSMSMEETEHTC
FBW7 act: FBW7 E3 ligase activators, primary screen, biochemical, AlphaScreen, human; F-box/WD repeat-containing protein 7 (Homo sapiens), Q969H0; AlphaScreen FBW7–phospho-cyclin E peptide binding, activator screen; normalized activity (activation), % at 26.1 µM; 650,000 compounds, 0.13% hits; in the data active means normalized activity above about 1.9%;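 further: purified mutant Fbw7 with reduced substrate affinity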
Active calls of the source: *; nt = not tested or not shown; & = joins results of further samples.

SMILES	TEAD-YAP inh	GPR151 activ	MITF primary	FBW7 act
CC[C@H](C)[C@H](NC(=O)c1cc(Cc2ccccc2)no1)C(=O)OC	-64.0	-0.3	-6.4	0.1
CCOc1ccccc1C1C(C#N)=C(N)Oc2cc(O)c(Cl)cc21 (centres undefined)	-0.1	0.7	12.6	0.1
CCC1CCCCN1CCNC(=O)CCS(=O)(=O)c1ccc(Br)cc1 (centres undefined)	-5.4	0.4	-4.2	0.2
COc1ccccc1C(=O)NCc1nnc(SCC(=O)N2N=C(c3cccs3)CC2c2ccc(F)cc2)n1-c1ccccc1 (centres undefined)	1.5	-1.8	6.6	0.0
CN1CCN(CC(=O)Nc2ccccc2N2CCCCCC2)CC1	-4.5	1.9	62.0*	-0.2
O=C(NCCN1CCOCC1)c1ccc2c(c1)ncn2-c1cccc(Cl)c1	-3.3	0.9	9.9	0.0
O=C1OC(c2ccccc2)=N/C1=C/c1ccc(-c2c(Br)cc([N+](=O)[O-])cc2Br)o1	2.9	-1.3	19.2	-0.1
O=C(NCc1ccco1)C1C2C=CC3(CN(Cc4cccs4)C(=O)C13)O2 (centres undefined)	-1.5	0.0	22.0	0.7
CC(=O)Nc1nc(-c2ccc3c(c2)NC(=O)CO3)cs1	57.9*	-0.4	5.8	0.1
O=C(Nc1nccs1)c1ccc(C(F)(F)F)cc1	-41.8	0.6	2.0	-0.1
COc1cccc(C2Nc3ccc(Cl)cc3NC3=C2C(=O)CC(c2ccccc2)C3)c1 (centres undefined)	-11.2	0.4	-4.8	-0.2
Cc1ccc2nc(SCC(=O)Nc3nc(C)cs3)c(C)cc2c1	-3.5	2.7	-5.1	-0.1
O=C(NCCOc1ccccc1)c1cc(NCCN2CCOCC2)nc2ccccc12	-1.7	-0.8	-11.7	0.1
COc1ccc(-n2cc(-c3ccccc3)c3c(N4CCN(c5ccccc5Cl)CC4)ncnc32)cc1	3.0	0.9	-6.7	-0.1
c1ccc(NC2=NC3(CCCCC3)Cc3ccccc32)cc1	-7.0	-0.5	-11.2	-0.1
CCOc1c(I)cc(C=C2C(=O)N(C)C(=O)N(C)C2=O)cc1OC	8.3	-1.3	17.9	0.0
O=C(COCc1cc(-c2ccc(F)cc2)on1)Nc1cc(Br)ccc1O	-2.5	-0.4	-2.6	0.1
O=C(Nc1ccccc1N1CCOCC1)c1cccc([N+](=O)[O-])c1	2.8	-0.8	1.1	0.1
O=C1C(=O)N(CCCN2CCOCC2)C(c2cccs2)/C1=C(/O)c1ccc(Cl)cc1 (centres undefined)	5.5	0.8	14.2	0.2
CC(NC(=O)c1ncoc1-c1cccs1)c1ccccn1 (centres undefined)	-78.1	0.1	-3.5	-0.1
Cc1cccc(C)c1NC(=O)Cn1nc(C(=O)O)c2ccccc2c1=O	9.6	-0.2	8.4	0.0
O=C1CC(c2ccc(F)cc2)Sc2nc(-c3ccc(F)cc3)nn21 (centres undefined)	-3.1	-0.5	-6.7	-0.1
CC(C)(C)C(=O)COC(=O)/C=C/c1ccccc1[N+](=O)[O-]	11.3	-0.4	5.5	0.0
COc1ccccc1Nc1nc(C)nc2sc3c(c12)CCCC3	8.3	-0.7	3.1	0.0

2 entries drawn at random from those above:
SMILES	TEAD-YAP inh	GPR151 activ	MITF primary	FBW7 act
O=C1C(=O)N(CCCN2CCOCC2)C(c2cccs2)/C1=C(/O)c1ccc(Cl)cc1 (centres undefined)	5.5	0.8	14.2	0.2
COc1ccccc1Nc1nc(C)nc2sc3c(c12)CCCC3	8.3	-0.7	3.1	0.0

Continuation.
SMILES	TEAD-YAP inh	GPR151 activ	MITF primary	FBW7 act
O=C(NCC(c1ccco1)N1CCN(c2ccccc2)CC1)C(=O)NC1CCCC1 (centres undefined)	4.0	1.4	-6.7	0.0
CC(C)CNC(=O)c1ccccc1N(Cc1ccccc1)S(C)(=O)=O	10.9	0.8	20.9	0.1
CCOC(=O)C1(Cc2ccc(O)cc2)NC(c2ccccc2F)C2C(=O)N(C)C(=O)C21 (centres undefined)	5.4	0.1	-2.6	0.1
Cc1nc(N2CCN(c3ccccc3)CC2)c2c3c(sc2n1)CCCC3	-7.8	1.7	-3.2	-0.1
Cc1ccc(C(=O)CSc2nccn2C)cc1	-49.9	-7.3	-10.7	0.0
CCOC(=O)C1=C(O)C(=O)N(Cc2ccccc2)CC1	2.6	0.4	-0.6	-0.2
COc1ccc(NC(=O)CN(c2cc(OC)ccc2OC)S(C)(=O)=O)c(OC)c1	-6.0	0.8	2.3	0.4
CCC(C)NC(=O)C(Cc1ccccc1)NS(=O)(=O)c1cccs1 (centres undefined)	1.1	-0.8	-8.1	-0.1
COc1ccc(C2(O)CN(c3cc(OC)ccc3OC)C3=[N+]2CCCCC3)cc1 (centres undefined)	11.0	-0.2	5.7	-0.1
Cc1ccc(NC(=O)C2CCCCC2C(=O)O)cc1Cl (centres undefined)	-5.7	-0.5	1.8	0.0
C=CCn1nnnc1SCC(=O)Nc1ccccc1C(=O)OC	2.4	-0.7	6.9	0.1
c1coc(CNc2nc(N3CCCCC3)nc3ccccc23)c1	15.2	-1.9&1.9	-11.0	0.0
CC(C)NC(=O)CCc1nnc(CCCCc2ccccc2)o1	-10.2	-0.5	18.7	0.1
Cc1occc1C(=O)N1CCCC(N2CCN(c3ccccc3)CC2)C1 (centres undefined)	8.7	1.4	-9.9	0.2
COc1ccc([N+](=O)[O-])cc1NC(=O)C1CC(=O)OC12CCCCC2 (centres undefined)	2.1	0.4	-12.2	0.1
COCCCNC(=O)c1ccc(Cn2c(=O)[nH]c3ccccc3c2=O)cc1	6.2	0.4	-0.8	0.0
O=C(NCC1CCCO1)C1CCCCN1S(=O)(=O)c1ccccc1[N+](=O)[O-] (centres undefined)	-4.8	0.5	6.3	-0.2
CN(C)CCNc1nc2c(c(=O)[nH]c(=O)n2C)n1CC(O)COc1ccc(Cl)cc1Cl (centres undefined)	-1.2	-1.0	29.6	0.0
COc1ccccc1CCc1nnc(CCC(=O)N2CCC(CN3CCCCC3)CC2)o1	12.8	-0.3	9.8	0.3
CC(=O)Nc1ccc(Nc2ccc(N3C(=O)C4CCC(C)CC4C3=O)cc2[N+](=O)[O-])cc1 (centres undefined)	5.0	0.2	-2.4	-0.2
COc1ccc(C(NC(=O)c2cnc(C)cn2)c2nccn2C)cc1 (centres undefined)	-0.5	-0.7	-1.6	-0.1
Cc1cn2c3c(=O)n(C)c(=O)n(C)c3nc2n1Cc1ccccc1Cl	5.3	-0.1	-8.6	0.1
COc1ccc(C(=O)CSc2nc3ccccc3n2CC(=O)NC(C)(C)C)cc1	-2.3	1.3	7.9	0.4
CCC(C)c1ccccc1OCCOCCn1ccnc1 (centres undefined)	-5.8	0.5	45.3	-0.1

Six compounds already listed, sorted by count of non-hydrogen atoms, lowest first.
SMILES	TEAD-YAP inh	GPR151 activ	MITF primary	FBW7 act
CCC(C)c1ccccc1OCCOCCn1ccnc1 (centres undefined)	-5.8	0.5	45.3	-0.1
CC(C)NC(=O)CCc1nnc(CCCCc2ccccc2)o1	-10.2	-0.5	18.7	0.1
COc1ccc(C(NC(=O)c2cnc(C)cn2)c2nccn2C)cc1 (centres undefined)	-0.5	-0.7	-1.6	-0.1
COc1ccc(C(=O)CSc2nc3ccccc3n2CC(=O)NC(C)(C)C)cc1	-2.3	1.3	7.9	0.4
CN(C)CCNc1nc2c(c(=O)[nH]c(=O)n2C)n1CC(O)COc1ccc(Cl)cc1Cl (centres undefined)	-1.2	-1.0	29.6	0.0
CC(=O)Nc1ccc(Nc2ccc(N3C(=O)C4CCC(C)CC4C3=O)cc2[N+](=O)[O-])cc1 (centres undefined)	5.0	0.2	-2.4	-0.2

Continuation:
SMILES	TEAD-YAP inh	GPR151 activ	MITF primary	FBW7 act
O=C(CN1C(=O)c2ccccc2C1=O)Nc1ccc(Cl)c([N+](=O)[O-])c1	1.1	-0.5	12.9	0.0
O=C(Cn1c(=O)oc2cc(Cl)ccc21)Nc1ccc(Br)cc1	-1.8	-1.1	3.8	0.0
CC1=C(C(N)=O)C(c2ccc(Cl)cc2)NC(=O)N1 (centres undefined)	7.5	-1.1	-4.8	0.1
C=CCn1c(=S)[nH]c2cc(C(=O)NCC3CCCO3)ccc2c1=O (centres undefined)	7.6	0.5	1.8	0.1
Cc1cccc(Oc2cc(NC(=O)c3ccc(Br)cc3)cc([N+](=O)[O-])c2)c1	6.6	2.3	6.6	-0.2
COc1ccc(CNCC2(c3ccccc3)CCCC2)cc1	-3.2	2.1	0.9	0.0
CC(C(=O)N1CCC[C@H](Cn2nc(-c3cccs3)ccc2=O)C1)c1ccccc1 (some centres undefined)	11.6	0.1	-3.2	-0.1
CC(C)(C)C(=O)Nc1nnc(-c2ccccc2Cl)s1	-26.4	2.6	-5.4	0.1
CN1CCCC1=NC(=O)c1ccccc1Br	-0.9	2.9	-1.5	0.0
CCOC(=O)c1c(N)sc2c1CC(C)(C)NC2(C)C	6.5	0.8	-3.9	-0.1
CCc1nnc(NC(=O)CSc2nnc(-c3ccncc3)n2-c2ccccc2C)s1	6.8	-0.3	17.0	0.1
C/C(=N/Nc1cccc(C)c1C)c1ccc(O)c(O)c1O	4.2	-1.3	5.6	0.0
CC(Nc1ccccc1CO)C(=O)Nc1cccc(Cl)c1 (centres undefined)	2.9	-0.1	2.3	0.3
CCc1ccc(CN2CCc3nnc(CCNC(=O)c4ccc(C)cc4)n3CC2)cc1	3.1	-0.1	-1.1	0.0
CC(C)N(CCNC(=O)Cc1cn(-c2ccc(Nc3ccc(-n4ccnc4)cc3)nn2)c2ccccc12)C(C)C	2.5	-0.6	11.7	-0.1
COc1ccc(Nc2ccc(NC(=O)c3cc4ccccc4cc3OC)cc2)cc1	1.6	-0.5	9.6	0.0
O=C(CSc1ccccn1)N/N=C/c1ccccc1F	-5.4	1.3	8.2	0.3
Cc1ccccc1-c1cnnc(NCc2cc(-c3ccccc3)on2)n1	-3.2	-2.3	18.0	0.3
CCCCOC(=O)c1ccc(NC(=O)CCOc2ccccc2)cc1	2.3	-0.8	-8.8	0.1
COc1cc(CCC(=O)NNc2c(F)c(F)cc(F)c2F)cc(OC)c1OC	0.5	0.8	2.4	-0.1
Nc1nc(-c2ccccc2)cn1/N=C/c1ccccc1	-4.4	-1.5	5.0	0.0
CC(C)C(=O)NCC1CCC2(CCN(Cc3ccccc3-c3ccco3)CC2)O1 (centres undefined)	0.2	1.4	-23.7	0.1
C#CCSc1nc2ccccc2n1C(=O)c1ccc2c(c1)OCO2	0.8	-1.5	14.8	0.1
C/C(=N\c1ccccn1)C1=C(O)c2ccccc2C1=O	1.5	0.9	-9.2	0.3
C=CCn1c(SCC(=O)Nc2ccccc2)nnc1-c1ccccc1	8.4	-1.3	-2.4	0.1
C=CCNC1=C(Cl)C(=O)N(c2ccc(Cl)c(Cl)c2)C1=O	9.1	1.7	6.7	0.0
COc1ccc(CCNC(=O)C(=O)Nc2ccc(F)cc2)cc1OC	-17.6	-0.7	-7.6	-0.1
CCCC(=O)Nc1nnc(Cc2ccc(Cl)cc2)s1	-13.9	0.0	-6.1	-0.2
CCOc1cc(C2C(C(=O)OC)=C(c3ccccc3)Nc3ncnn32)ccc1OC (centres undefined)	1.6	4.8	-9.2	0.2
CN(C)C(=O)CSc1nnc(-c2cccnc2)o1	-13.4	0.4	0.3	0.1
N/C(=N\OS(=O)(=O)c1cccc([N+](=O)[O-])c1)c1ccncc1	-2.5	-1.7	-5.4	-0.2
COc1ccc(C(=O)Nc2ccc(Cl)c(NC(=O)c3ccccc3)c2)cc1	-29.2	0.2	-9.9	-0.1
CCCn1c(=NC(=O)c2ccccc2Br)c(C(=O)OCC)cc2c(=O)n3ccccc3nc21	3.8	-1.5	6.3	0.8
CC(=O)NCCc1c(Cc2ccccc2)[nH]c2ccccc12	nt	-0.3	1.5	0.0
COc1ccc(/C(O)=C2/C(=O)C(=O)N(CCc3ccccc3)C2c2cccc(F)c2)cc1 (centres undefined)	-6.7	2.1	-8.3	0.1
CCc1ccc(-n2nc3ccc(NC(=O)c4cc(OC)cc(OC)c4)cc3n2)cc1	11.0	-1.7	-3.9	0.5

Gathered by group, those above with a COOH group
SMILES	TEAD-YAP inh	GPR151 activ	MITF primary	FBW7 act
Cc1cccc(C)c1NC(=O)Cn1nc(C(=O)O)c2ccccc2c1=O	9.6	-0.2	8.4	0.0
Cc1ccc(NC(=O)C2CCCCC2C(=O)O)cc1Cl (centres undefined)	-5.7	-0.5	1.8	0.0

More entries
SMILES	TEAD-YAP inh	GPR151 activ	MITF primary	FBW7 act
C=CCNc1nnc(SCC(=O)NC(C)(C)C)s1	-0.2	-0.8	8.3	0.0
CCOC(=O)c1cnc2ccc(OCC)cc2c1Nc1ccc(F)cc1	2.0	0.6	-2.0	-0.2
COC(=O)C1=C(C)N(c2ccc(C)cc2)/C(=C\c2ccc(OCC(=O)Nc3ccccc3)cc2)C1=O	-21.0	0.6	-5.7	-0.2
CC(=O)C1=NN(c2ccc(Cl)cc2)C(c2ccc3c(c2)OCO3)N1c1ccc(N2CCOCC2)cc1 (centres undefined)	-3.9	-0.3	6.9	0.0
COc1ccc(CN2CCC(n3nccc3NC(=O)Cc3ccccc3)CC2)cc1	-1.9	0.5	17.1	0.0

Single records, as listed above:
Record of CCCC(=O)Nc1nnc(Cc2ccc(Cl)cc2)s1 = TEAD-YAP inh = -13.9; GPR151 activ = 0.0; MITF primary = -6.1; FBW7 act = -0.2
Record of CCOc1cc(C2C(C(=O)OC)=C(c3ccccc3)Nc3ncnn32)ccc1OC (centres undefined) = TEAD-YAP inh = 1.6; GPR151 activ = 4.8; MITF primary = -9.2; FBW7 act = 0.2

Compound activity as filed in PubChem BioAssay.

An unsorted share of the library, and some 3.4% of all compounds hit somewhere here.
